# From PubChem
# Mcl-1 Bim block: human Bim-Mcl-1 interaction inhibition. Bead-based flow cytometry, Bim peptide-Mcl-1 binding. inhibition, % at 10 µM. 0.1% of 190,000 active. AID 1009; in the data active means inhibition above about 40%;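 further: 0% = no compound tracer wells and 100% = peptide blocker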
# Target sequence (Q07820 whole entry, looked up): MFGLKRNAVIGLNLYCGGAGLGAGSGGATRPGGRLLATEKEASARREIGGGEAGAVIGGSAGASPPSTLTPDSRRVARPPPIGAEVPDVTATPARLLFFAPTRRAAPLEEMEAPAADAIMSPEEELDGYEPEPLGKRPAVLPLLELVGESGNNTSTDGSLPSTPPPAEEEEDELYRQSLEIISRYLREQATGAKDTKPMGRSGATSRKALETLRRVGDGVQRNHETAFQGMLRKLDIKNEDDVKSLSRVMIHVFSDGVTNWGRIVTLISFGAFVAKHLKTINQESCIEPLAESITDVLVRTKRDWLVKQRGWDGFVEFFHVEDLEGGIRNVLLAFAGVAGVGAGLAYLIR
# RGS8-Gao reg: modulates binding of RGS8 to human Galphao; 0.34% of 220,000 active; P09471; response (percent of control binding), % at 10 µM; multiplexed bead flow cytometry; actives lie on both sides; AID 1423; in the data active means response below about 60% or above about 140%; inactive means in between;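 further: Galphao activated as the GDP aluminium fluoride complex binding bead-coupled RGS8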
# Target sequence (P09471 whole entry, looked up): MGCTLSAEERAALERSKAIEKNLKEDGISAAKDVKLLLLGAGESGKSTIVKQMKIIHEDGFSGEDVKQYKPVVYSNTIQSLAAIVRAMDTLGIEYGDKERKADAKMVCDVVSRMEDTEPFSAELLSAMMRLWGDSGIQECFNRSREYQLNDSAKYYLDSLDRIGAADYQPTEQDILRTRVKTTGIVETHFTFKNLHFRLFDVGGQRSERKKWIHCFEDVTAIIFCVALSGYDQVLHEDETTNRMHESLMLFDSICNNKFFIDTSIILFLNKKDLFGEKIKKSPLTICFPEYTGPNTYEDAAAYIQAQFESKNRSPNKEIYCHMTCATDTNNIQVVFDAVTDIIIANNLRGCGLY
# Rab7 wt GTP bind: modulators of GTP binding to dog Rab7 wildtype GTPase. GTP binding activity (percent of control), % at 10 µM. GST-Rab7 beads, fluorescent GTP binding, flow cytometry; actives lie on both sides; untreated = 100%, excess cold GTP = 0%. 0.055% of 190,000 active;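 active means fluorescent GTP binding to Rab7 beads changed by at least 20 points from the 100% baseline, either direction, mostly lower; inconclusive means compound itself probably fluorescent, or too few beads counted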;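 further: median green fluorescence of bound Bodipy-FL-GTP per Rab7 bead population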
# Mcl1 Noxa PPI: disrupts binding of human Mcl-1 to Noxa peptide | TR-FRET Mcl-1/Noxa peptide binding, 2 h | 1.5% of 220,000 active | inhibition, % at 21.7 µM;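 active means compounds that cut the protein-peptide binding signal by more than 50% relative to plate controls in a single-dose test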;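 further: His-tagged Mcl-1 with rhodamine Noxa BH3 peptide and terbium anti-His antibody; 0% = Mcl-1 plus Noxa peptide wells and 100% = peptide-only wells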
# Rac1 wt GTP bind: modulators of human Rac1 wildtype GTP binding. GST-Rac1 beads, fluorescent GTP binding, flow cytometry; actives lie on both sides; 0 = cold GTP competed, 100 = untreated. GTP binding activity (% of control), % at 10 µM. 0.27% of 190,000 active. AID 757. P63000;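 active means GTP binding activity at least 20 points away from the 100% control level, either lower or higher; inconclusive means compound flagged as likely green fluorescent, judged across all proteins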
# Pf gamet viab: inhibitors of late stage P. falciparum gametocyte viability | inhibition, % at 10.9 µM | 0.065% of 150,000 active | P. falciparum stage V gametocytes, ATP luminescence, 24 h;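 active means inhibition above the mean plus 3 SD of compounds within the control limits, set per campaign, cut at about 38% in these data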;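 further: 0% = DMSO wells and 100% = medium only without gametocytes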
# Rab2A wt mod: changes GTP binding to wildtype dog Rab2A, up or down; GTP binding activity, % at 10 µM; 0.19% of 190,000 active; P61105; GST-Rab2 wt beads, Bodipy-GTP binding, flow cytometry;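 active means GTP binding activity at least 20 points away from 100%, either lowered or raised; inconclusive means signal likely due to the compound's own green fluorescence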;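 further: 0% = beads with excess unlabeled GTP and 100% = no-compound control corrected for plate trend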
# HRas wt GTP: modulators of GTP binding to human HRas wildtype; AID 759; GTP binding activity, % at 10 µM; P01112; GST-Ras wt beads, Bodipy-FL-GTP binding, flow cytometry; actives lie on both sides; 0.14% of 190,000 active;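 active means GTP binding activity at least 20% away from the 100% baseline, either lowered as inhibitor or raised as activator; inconclusive means flagged as likely green fluorescent, judged across all proteins in the well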;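 further: 0% = unlabeled GTP competition control and 100% = no-compound control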
# Mcl1-Bid inh: Mcl-1/Bid interaction inhibition; Q07820; TR-FRET Mcl-1/Bid-Dy647 peptide binding, 1536-well; inhibition, % at 21.7 µM; 0.97% of 220,000 active; AID 1021;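 active means compounds that cut the binding signal by more than half at the single screening dose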;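 further: His-tagged Mcl-1 with europium anti-His antibody binding Bid BH3 peptide; 0% = Mcl-1 plus peptide wells and 100% = peptide-only wells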
# Cdc42 wt GTP: human Cdc42 wildtype GTP binding change, either direction. AID 761. percent activity (GTP binding), % at 10 µM. 0.2% of 190,000 active. GST-Cdc42 beads, Bodipy-GTP binding, flow cytometry; actives lie on both sides;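 active means percent activity GTP binding at least 20 points away from the 100% baseline, either down as inhibitor or up as activator; inconclusive means compound flagged as likely green fluorescent from well-wide comparison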;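 further: median bead fluorescence of bound Bodipy-FL-GTP at 100 nM; 0% = excess unlabeled GTP control and 100% = no compound control; below 100% means less GTP binding so inhibitor and above means activator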
# Target sequence (P60953 whole entry, looked up): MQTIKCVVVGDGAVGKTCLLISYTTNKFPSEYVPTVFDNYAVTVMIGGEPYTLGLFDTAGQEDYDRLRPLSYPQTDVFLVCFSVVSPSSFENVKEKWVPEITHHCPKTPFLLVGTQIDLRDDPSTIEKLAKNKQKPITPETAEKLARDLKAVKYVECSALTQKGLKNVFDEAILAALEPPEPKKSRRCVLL
# Rac1 mut GTP: modulators of GTP binding to human Rac1 activated mutant; P63000; GST-Rac1 activated beads, fluorescent GTP binding, flow cytometry; actives lie on both sides; 100% means binding = to untreated wells; percent activity (GTP binding), % at 10 µM; 0.11% of 190,000 active; AID 764;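 active means GTP binding at least 20 percentage points away from the 100% baseline, in either direction, so actives lie on both sides; inconclusive means Compound likely fluorescent itself, or too few beads counted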
# Numbers without * were called inactive; ? = inconclusive; nt = no result given; & = joins results of further samples; ! = repeats disagree. Compounds as they come; 2.9% or so of the library scored in one or more.
SMILES,Mcl-1 Bim block,RGS8-Gao reg,Rab7 wt GTP bind,Mcl1 Noxa PPI,Rac1 wt GTP bind,Pf gamet viab,Rab2A wt mod,HRas wt GTP,Mcl1-Bid inh,Cdc42 wt GTP,Rac1 mut GTP
Cc1cc(C)c(NC(=O)C2CCCN2CCOC(=O)c2cccc([N+](=O)[O-])c2)c(C)c1 (stereo not given),-4,96,95,19,104,2,98,99,-4,99,101
Cc1ccc(NC(=O)COc2cccnc2[N+](=O)[O-])cc1S(=O)(=O)N1CCOCC1,0,99,109,4,97,19,103,100,-25,97,95
CC1CCCN(C(=O)CSc2nnc(-c3c[nH]c4ccccc34)o2)C1 (stereo not given),6,102,98,-8,103,nt,99,99,-23,101,99
FC(F)(F)c1cccc(NC(=S)NCc2ccccc2)c1,-5,101,92,nt,89,nt,90,93,-41,95,90
CCn1cc(C(=O)NNC(=O)c2ccc(Cl)cc2)c(=O)c2ccc(C)nc21,-2,103,93,5,96,nt,95,92,-14,92,96
CCOc1ccc(/C=C2\SC(=O)N(CCNC(=O)C3COc4ccccc4O3)C2=O)cc1OC (stereo not given),-3,101,102,20,101,14,98,99,-24,98,96
COc1ccc(-c2[nH]nc3c2C(c2ccsc2)C(C#N)=C(N)O3)cc1 (stereo not given),1,101,95,5,95,18,97,96,-36,95,95
O=C(COC(=O)Cc1cccc(C(F)(F)F)c1)Nc1ccccc1,-5,100,102,-4,102,6,97,99,5,100,98
O=C(O)c1ccc(-n2cccc2/C=C2/NC(=O)N(c3cccc(Cl)c3)C2=O)cc1,0,103,100,74*,97,-15,93,92,-41,91,90
Cc1[nH]oc(=O)c1N=Nc1ccccc1,0,92,98,-11,100,-26,97,97,-71,100,99
Cc1ccc(CSCCNC(=O)/C=C/c2ccc(Cl)cc2)cc1,0,102,97,2,95,-14,93,95,-10,93,93
Cn1c(=O)[nH]c(=O)c2c1nc(N1CCOCC1)n2CCCSc1ncccn1,-1,100,100,2,105,nt,99,101,0,102,99
COc1ccc(OC)c(NC(=O)C2CCCN2C(=O)C2CCC(C)CC2)c1 (stereo not given),0,101,100,7,102,nt,102,101,-31,102,97
COc1ccc(CNC(=O)COc2cc(=O)n(C)c3ccccc23)cc1,-4,102,98,0,99,-3,100,99,-7,97,96
O=C(Cn1cc([N+](=O)[O-])cn1)Nc1ccn(Cc2c(F)c(F)cc(F)c2F)n1,-3,99,97,-8,101,3,99,98,-25,99,98
COc1ccc(N2CCN(c3ncccc3C#N)CC2)cc1,3,96,97,34,99,-17,96,97,-47,98,97
CCOC(=O)c1c(N)sc2c1C1CCN2CC1,-2,84,104,36,108,10,102,104,-15,104,101
COc1ccc(S(=O)(=O)N2CCOCC2)cc1NC(=O)COc1cccnc1[N+](=O)[O-],5,99,93,15,90,-2,81,81,-3,82,89
O=C(N/N=C/c1cccc(Oc2ccc([N+](=O)[O-])cc2[N+](=O)[O-])c1)c1cncc(Br)c1,0,98,100,-1,96,nt,97,98,1,97,94
CC1CC(=O)N(Cc2ccccc2)c2ccccc2N1C=O (stereo not given),1,100,?,16,?,4,?,?,0,?,?
C=CCn1c(NCc2ccc3c(c2)OCO3)nc2ccccc21,0,103,99,16,103,9,104,104,-42,102,102
CCOc1ccc(N2C(=O)CC(SC(=NC)Nc3cccc(OC)c3)C2=O)cc1 (stereo not given),0,101,97,0,100,-18,96,98,1,98,98
COC(=O)C1C2CCC(C2)C1C(=O)OCC(=O)c1ccccc1 (stereo not given),1,105,96,5,101,-30,97,101,-18,100,98
O=c1[nH]c2cc3c(cc2cc1C(c1nnnn1C1CCCC1)N1CCSCC1)OCCO3 (stereo not given),-4,101,101,2,102,nt,101,103,-2,104,99
COc1ccccc1N(C(=O)NCc1ccccc1)C1=NCC(C)S1 (stereo not given),0,95,98,-8,99,nt,98,98,1,100,95
O=C(/C=C/c1ccc(Cl)cc1)Nc1ccc(N2CCOCC2)cc1,2,102,92,-7,98,8,95,95,-24,97,97
CC(=O)c1ccc(Nc2nc(NCCO)nc(OC(C(F)(F)F)C(F)(F)F)n2)cc1,0,102,98,5,98,nt,97,98,12,98,97
COc1ccc(NC(=O)Nc2ccc3c(c2)CCC3)cc1OC,-1,100,104,18,98,1,104,98,-34,103,95
CCOc1ccc2nc(SCC(=O)NC3CCCc4ccccc43)sc2c1 (stereo not given),-27,98,97,5,102,6,96,99,-22,99,100
CCC(=O)Nc1c2c(nc3c1CCC3)CCCC2,1,104,99,-100,97,-10,99,98,-12,98,96
O=C(NC1CCCCCC1)C1CC(=O)N(Cc2ccccc2)C1 (stereo not given),1,99,101,-14,106,nt,100,101,-31,102,100
CCOC(=O)c1sc2ncn(/N=C/c3ccc(O)c(OC)c3)c(=O)c2c1C,0,103,103,53*,99,8,95,98,15,91,93
Cc1cccc(-c2noc(-c3ccoc3C)n2)c1,0,101,103,-10,94,14,97,95,-5,99,96
COc1ccc(CN(C)C2c3ccccc3-c3ccccc32)cc1,-6,124,98,11,102,nt,97,96,-24,99,97
OCCC1CN(Cc2ccc3c(c2)CCO3)CCN1C1CCCC1 (stereo not given),0,101,102,8,101,5,99,97,-39,99,99
Cc1onc(C(=O)Nc2cccnc2Cl)c1[N+](=O)[O-],-1,104,95,7,95,-4,94,94,-14,93,95
CC1CCN(C(=O)CSc2nnc(-c3cc4ccccc4cc3O)n2Cc2ccco2)CC1,0,98,104,21,105,9,102,102,-8,100,99
CN(C)C=NC(=O)c1cn(-c2ccc(F)cc2)c(=O)c2ccccc12,-3,126,95,5,99,5,96,97,1,96,98
CN(C)NC(=O)C(NC(=O)c1ccccc1)C12CC3CC(CC(C3)C1)C2 (stereo not given),-1,99,108,9,99,11,97,93,-2,95,94
CCCc1cc(=O)oc2cc(OCC(=O)N(C)C)c(Cl)cc12,-1,100,102,3,98,nt,103,103,16,101,97
COC(=O)C1=C(C)NC(C)=C([N+](=O)[O-])C1c1ccccc1C(F)(F)F (stereo not given),-6,101,96,9,103,nt,100,103,-2,102,100
CCn1nc(NC(=O)c2cccnc2)c2cc3ccccc3nc21,2,99,101,-23,102,6,100,103,-19,102,100
CN(C)S(=O)(=O)c1cccc(C(=O)OCC(=O)NCc2ccc3c(c2)OCO3)c1,0,98,98,25,100,nt,98,98,5,96,98
COc1ccccc1CNC(=O)C/C(C)=N/NC(=O)Cc1ccc(OC)c(OC)c1,1,101,96,6,102,-5,98,101,-6,104,98
COc1nc(OC)nc(N2CCC(C(=O)NCC3CCCCC3)CC2)n1,-3,96,97,7,99,0,95,98,-19,98,96

# At a glance, part of the list above.
SMILES,Mcl-1 Bim block,RGS8-Gao reg,Rab7 wt GTP bind,Mcl1 Noxa PPI,Rac1 wt GTP bind,Pf gamet viab,Rab2A wt mod,HRas wt GTP,Mcl1-Bid inh,Cdc42 wt GTP,Rac1 mut GTP
COc1ccc(CN(C)C2c3ccccc3-c3ccccc32)cc1,-6,124,98,11,102,nt,97,96,-24,99,97
OCCC1CN(Cc2ccc3c(c2)CCO3)CCN1C1CCCC1 (stereo not given),0,101,102,8,101,5,99,97,-39,99,99
Cc1onc(C(=O)Nc2cccnc2Cl)c1[N+](=O)[O-],-1,104,95,7,95,-4,94,94,-14,93,95
CC1CCN(C(=O)CSc2nnc(-c3cc4ccccc4cc3O)n2Cc2ccco2)CC1,0,98,104,21,105,9,102,102,-8,100,99
CN(C)C=NC(=O)c1cn(-c2ccc(F)cc2)c(=O)c2ccccc12,-3,126,95,5,99,5,96,97,1,96,98
CN(C)NC(=O)C(NC(=O)c1ccccc1)C12CC3CC(CC(C3)C1)C2 (stereo not given),-1,99,108,9,99,11,97,93,-2,95,94
CCCc1cc(=O)oc2cc(OCC(=O)N(C)C)c(Cl)cc12,-1,100,102,3,98,nt,103,103,16,101,97
COC(=O)C1=C(C)NC(C)=C([N+](=O)[O-])C1c1ccccc1C(F)(F)F (stereo not given),-6,101,96,9,103,nt,100,103,-2,102,100
CCn1nc(NC(=O)c2cccnc2)c2cc3ccccc3nc21,2,99,101,-23,102,6,100,103,-19,102,100
CN(C)S(=O)(=O)c1cccc(C(=O)OCC(=O)NCc2ccc3c(c2)OCO3)c1,0,98,98,25,100,nt,98,98,5,96,98
COc1ccccc1CNC(=O)C/C(C)=N/NC(=O)Cc1ccc(OC)c(OC)c1,1,101,96,6,102,-5,98,101,-6,104,98
COc1nc(OC)nc(N2CCC(C(=O)NCC3CCCCC3)CC2)n1,-3,96,97,7,99,0,95,98,-19,98,96

# Next part
SMILES,Mcl-1 Bim block,RGS8-Gao reg,Rab7 wt GTP bind,Mcl1 Noxa PPI,Rac1 wt GTP bind,Pf gamet viab,Rab2A wt mod,HRas wt GTP,Mcl1-Bid inh,Cdc42 wt GTP,Rac1 mut GTP
O=C(CCNS(=O)(=O)c1ccc(Cl)cc1)N1CCN(Cc2ccccc2)CC1,-2,112,92,13,104,4,95,93,-14,100,99
CN(CCc1ccccn1)C(=O)CCNC(=O)Cn1cnc2ccccc2c1=O,-1,99,99,-17,105,nt,95,100,-12,100,104
Cc1nn(-c2ccccc2)c(Cl)c1/C=N/O,-1,99,97,6,101,2,99,97,4,97,97
COc1ccc(-n2c(Cc3cccn3C)nnc2SCC(=O)Nc2ccc(C)cc2C)cc1,0,103,100,18,103,nt,99,99,-44,101,98
O=c1[nH]c(CN(CCO)CCO)nc2c1C1(CCCCC1)Cc1ccccc1-2,-3,107,104,-7,105,10,104,104,-22,104,100
COc1cccc2c(=O)c3ccccc3oc12,0,102,91,-11&24,94,2,89,90,55*!,91,93
CC(=O)c1c(N2CCN(C)CC2)nc(=S)n(-c2cc(C)ccc2C)c1C,-1,98,95,7,99,-1,95,95,-13,95,94
CCc1ccc(C(C(=O)NC(C)(C)CC)N(Cc2ccco2)C(=O)Cn2nnc3ccccc32)cc1 (stereo not given),-3,98,101,12,104,nt,99,101,-5,101,99
